Source: PubChem BioAssay
Tat transport: E. coli Tat export inhibitors, primary screen, MC4100, TorA-mCherry reporter, fluorescence, single point; inhibition, % at 10 µM; 340,000 tested, 0.036% active; AID 488895, 2010;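 active means mean replicate inhibition at least 50% and at least half of replicates individually reaching 50%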;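 further: exported cargo escapes ClpAP degradation while cytoplasmic cargo is degraded and loses fluorescence; 0% = median of neutral control wells and 100% = median of NaSCN control wells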
V-ATPase pH: regulators of yeast V-ATPase proton pumping, primary screen, pHLuorin cytosolic pH fluorescence | S. cerevisiae | response, % at 10 µM | 350,000 tested, 0.37% active | AID 504577, 2011; in the data active means response mostly above about 7.3%, no sharp cut-off; inactive means mostly below about 5.4%; further: actives read high; inactives centre near 0; some compounds called inactive have numbers as strong as hits; reference of the scale not given here
dFosB activator: activators of delta FosB homodimer, primary screen, biochemical, fluorescence polarization, TAMRA-CDK5 oligo, single point; Protein FosB (Mus musculus), P13346; purified delta FosB; percent of positive-control signal above neutral wells; activation, % at 25 µM; 340,000 tested, 0.99% active;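 active means mean activation above about 17%, with every replicate also reaching it, limit read from the data, passing the limit was not always enough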;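 further: fluorescence polarization rise as delta FosB binds a TAMRA Cdk5 AP-1 oligo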
Target sequence (P13346 whole entry, looked up): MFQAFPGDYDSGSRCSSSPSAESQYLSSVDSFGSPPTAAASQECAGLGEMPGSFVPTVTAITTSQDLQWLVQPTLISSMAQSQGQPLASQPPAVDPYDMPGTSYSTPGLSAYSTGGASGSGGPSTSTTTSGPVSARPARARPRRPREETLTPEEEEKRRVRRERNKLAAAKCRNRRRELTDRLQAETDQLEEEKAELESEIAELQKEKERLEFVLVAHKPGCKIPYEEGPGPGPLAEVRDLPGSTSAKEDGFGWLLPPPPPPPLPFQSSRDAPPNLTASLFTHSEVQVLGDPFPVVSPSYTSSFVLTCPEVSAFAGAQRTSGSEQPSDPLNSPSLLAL
CAL PDZ FP-1: untagged CAL PDZ binding inhibitors, primary screen, biochemical, fluorescence polarization, HTS; 300,000 tested, 0.92% active; purified CAL PDZ, TMR-peptide fluorescence polarization, 1 h; AID 602252, 2012; Golgi-associated PDZ and coiled-coil motif-containing protein (Homo sapiens), Q9HD26; inhibition, % at 24.9 µM;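 active means mean inhibition of at least 30% with at least half of replicates also reaching 30%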;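 further: 0% = DMSO neutral control and 100% = excess unlabeled competitor peptide PRC23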
MITF act: activators of MITF-driven TRPM1 promoter reporter, primary screen, cell-based, SK-MEL-5, luciferase, single point. SK-MEL-5 TRPM1-promoter luciferase, 24 h; % of positive control, neutral wells = 0. activation, % at 12.5 µM. 300,000 tested, 0.75% active. AID 588334, 2011;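 active means mean activation of at least 80% with every replicate also reaching 80%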;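 further: 0% = neutral control wells and 100% = parthenolide positive control wells; values of inactives mirror those of a sister screen read the other way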
RTF Ca sens act: cardiac RTF calcium sensitivity activators, primary screen, biochemical, IANBD-TnC fluorescence, EC20 calcium | 340,000 tested, 0.24% active | AID 493008, 2010 | IANBD-labeled TnC RTF fluorescence at EC20 calcium; 0% EC20 calcium, 100% full calcium | Troponin I, cardiac muscle (Homo sapiens) + Troponin T, cardiac muscle (Homo sapiens) + … | activation, % at 7.2 µM;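 active means activation above the mean over all tested compounds plus 3 SD, cut at about 30% in these data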;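 further: rise in fluorescence read as greater calcium sensitivity of cardiac thin filaments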
Wnt bcat act: Wnt/beta-catenin pathway activators, primary screen, cell-based, plate reader, single point; Wnt/beta-catenin reporter cell assay, activator; activation, % at 9.35 µM; 300,000 tested, 1.2% active; AID 743398, 2014; in the data active means activation above about 30%, passing the limit was not always enough;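 further: 0% = neutral control wells and 100% = positive control wells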
CDK5 p35 inh: inhibitors of human CDK5/p35 kinase, primary screen, biochemical, single concentration. 330,000 tested, 0.01% active. Recombinant CDK5/p35, ADP-Glo luminescence, 60 min. inhibition, % at 10 µM. Cyclin-dependent kinase 5 (Homo sapiens) + Cyclin-dependent kinase 5 activator 1 (Homo …;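 active means highest replicate inhibition of at least 50% and at least 75% of replicates reaching 50%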;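 further: plate controls were DMSO neutral control for no effect and GW8510 at 10 µM for full effect; many of its hits are not listed in these tables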
Target sequence (Q00535 whole entry, looked up): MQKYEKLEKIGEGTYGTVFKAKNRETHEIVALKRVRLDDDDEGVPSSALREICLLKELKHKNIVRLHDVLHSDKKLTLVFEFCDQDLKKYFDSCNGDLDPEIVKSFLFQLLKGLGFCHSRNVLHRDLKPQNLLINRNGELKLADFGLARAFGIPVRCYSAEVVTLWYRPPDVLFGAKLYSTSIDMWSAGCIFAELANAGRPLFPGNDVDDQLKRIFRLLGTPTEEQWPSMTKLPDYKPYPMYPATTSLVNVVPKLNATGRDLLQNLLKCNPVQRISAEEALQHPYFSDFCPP
Target sequence (Q15078 whole entry, looked up): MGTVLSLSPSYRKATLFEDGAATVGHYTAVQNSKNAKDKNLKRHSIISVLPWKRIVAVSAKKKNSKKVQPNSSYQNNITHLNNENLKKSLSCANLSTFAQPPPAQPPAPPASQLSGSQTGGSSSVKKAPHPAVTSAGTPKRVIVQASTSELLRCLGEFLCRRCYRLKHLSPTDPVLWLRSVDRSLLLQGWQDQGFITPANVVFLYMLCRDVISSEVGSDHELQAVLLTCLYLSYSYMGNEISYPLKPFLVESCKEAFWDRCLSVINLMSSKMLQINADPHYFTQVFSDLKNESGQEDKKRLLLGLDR
Rtt109 HAT inh: inhibitors of C. albicans Rtt109/Vps75 HAT, primary screen, biochemical, ThioGlo CoA-SH fluorescence, plate reader; inhibition, % at 34.9 µM; purified Rtt109/Vps75, 4 h; 330,000 tested, 0.16% active; Histone acetyltransferase RTT109 (Candida albicans (strain SC5314 / ATCC MYA-2876)), …;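 active means inhibition of at least 50% in every replicate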
CAL PDZ FP-2: CAL PDZ peptide-binding inhibitors, primary screen, biochemical, fluorescence polarization, Cer-tagged CAL PDZ, HTS; Golgi-associated PDZ and coiled-coil motif-containing protein (Homo sapiens), Q9HD26; purified CAL PDZ, TMR-peptide fluorescence polarization, 1 h; AID 504414, 2011; inhibition, % at 20 µM; 330,000 tested, 0.02% active;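 active means highest replicate inhibition of at least 40%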;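 further: plate controls were DMSO neutral control wells for no effect and unlabeled competitor peptide control wells for full effect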
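System: purified tagged CAL PDZ domain construct (CerCALP). Schedule: 1 h incubation at room temperature before polarization reading. Medium: 25 mM sodium phosphate pH 7.4, 150 mM NaCl, TCEP, IgG, Thesit. Read-out: percent inhibition from loss of millipolarization. Measured by: FP readout, S and P plane fluorescence. Probe or stimulus: fluorescent TMR peptide probe.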
Numbers without * were called inactive.

Screening CCOC(=O)CCCNC(=O)CCCNC(=O)C(c1ccccc1)c1ccccc1 returned Tat transport 1, V-ATPase pH 1, dFosB activator 6, CAL PDZ FP-1 -4, MITF act -4, RTF Ca sens act 0, Wnt bcat act 1, CDK5 p35 inh 0.3, Rtt109 HAT inh 3 and CAL PDZ FP-2 -0.7.
COc1ccc([C@H]2CC(=O)C=C(c3ccc(-c4ccccc4)c(F)c3)C2)cc1OC was read as Tat transport 5, V-ATPase pH -4, dFosB activator -15, CAL PDZ FP-1 -1, MITF act 3, RTF Ca sens act 4, Wnt bcat act -3, CDK5 p35 inh -1.5, Rtt109 HAT inh 1 and CAL PDZ FP-2 -0.9.
`[O-][n+]1ccccc1SCc1ccccc1` gave Tat transport -3, V-ATPase pH 1, dFosB activator 1, CAL PDZ FP-1 -3, MITF act 10, RTF Ca sens act 2, Wnt bcat act 0, CDK5 p35 inh -0.7, Rtt109 HAT inh 1 and CAL PDZ FP-2 -0.2.
Cc1ccc2nc(-c3ccccc3)c(CN3CCSCC3)n2c1 was read as Tat transport -7, V-ATPase pH 5, dFosB activator -6, CAL PDZ FP-1 -2, MITF act -2, RTF Ca sens act 1, Wnt bcat act 10, CDK5 p35 inh -1.7, Rtt109 HAT inh -2 and CAL PDZ FP-2 -1.0.
CC(C)(C)c1ccc(/C=C/C(=O)Nc2cccnc2)cc1 was read as Tat transport 12, V-ATPase pH 4, dFosB activator -2, CAL PDZ FP-1 -5, MITF act 108*, RTF Ca sens act -1, Wnt bcat act 31*, CDK5 p35 inh 0.5 and CAL PDZ FP-2 -4.7.
`CCO[C@H]1OC(C(=O)N2CCN(C)CC2)=C[C@@H](C2CC2)[C@@H]1CCCO` gave Tat transport -14, V-ATPase pH -2, dFosB activator -1, CAL PDZ FP-1 -2, MITF act 9, RTF Ca sens act 2, Wnt bcat act -1, CDK5 p35 inh 2.8, Rtt109 HAT inh 7 and CAL PDZ FP-2 -2.2.
For O=C(Cn1c(C(=O)NCc2ccco2)cc2sccc21)c1ccccc1 the results were Tat transport 1, V-ATPase pH -6, dFosB activator -5, CAL PDZ FP-1 -5, MITF act 4, RTF Ca sens act -6, Wnt bcat act 0, CDK5 p35 inh 1.7 and Rtt109 HAT inh -4.
For Cc1ccc(C(=O)NC2CCCC2)s1 the results were Tat transport -5, V-ATPase pH 3, dFosB activator 6, CAL PDZ FP-1 -2, MITF act 12, RTF Ca sens act 2, Wnt bcat act 0, CDK5 p35 inh 2.2, Rtt109 HAT inh 0 and CAL PDZ FP-2 -2.6.
`O=S(=O)(Nc1ccc(Br)cn1)c1cccs1` gave Tat transport -15, V-ATPase pH 0, dFosB activator -3, MITF act -7, RTF Ca sens act 1, Wnt bcat act 0, CDK5 p35 inh 0.9, Rtt109 HAT inh 5 and CAL PDZ FP-2 0.1.
Screening C=CCn1c(SCC(=O)c2ccc(O)c(O)c2)nnc1-c1cccc(Cl)c1 returned Tat transport 2, V-ATPase pH -5, dFosB activator 4, CAL PDZ FP-1 -6, MITF act 7, RTF Ca sens act 1, Wnt bcat act -5, CDK5 p35 inh 1.0, Rtt109 HAT inh 8 and CAL PDZ FP-2 -2.4.

Next section; it opens with the 2 that closed the last part.
`O=S(=O)(Nc1ccc(Br)cn1)c1cccs1` gave Tat transport -15, V-ATPase pH 0, dFosB activator -3, MITF act -7, RTF Ca sens act 1, Wnt bcat act 0, CDK5 p35 inh 0.9, Rtt109 HAT inh 5 and CAL PDZ FP-2 0.1.
Screening C=CCn1c(SCC(=O)c2ccc(O)c(O)c2)nnc1-c1cccc(Cl)c1 returned Tat transport 2, V-ATPase pH -5, dFosB activator 4, CAL PDZ FP-1 -6, MITF act 7, RTF Ca sens act 1, Wnt bcat act -5, CDK5 p35 inh 1.0, Rtt109 HAT inh 8 and CAL PDZ FP-2 -2.4.
`CN1C(=S)N(c2ccccc2)C(=O)/C1=C/c1cccs1` gave Tat transport -6, V-ATPase pH 2, dFosB activator -13, CAL PDZ FP-1 -3, MITF act 8, RTF Ca sens act 1, Wnt bcat act 6, CDK5 p35 inh 0.2, Rtt109 HAT inh 4 and CAL PDZ FP-2 0.4.
Screening COc1ccc(CCNC(=O)CSc2nc3c(c(=O)n(C)c(=O)n3C)n2C)cc1OC returned Tat transport -11, V-ATPase pH -3, dFosB activator 4, CAL PDZ FP-1 2, MITF act 4, RTF Ca sens act -4, CDK5 p35 inh -0.9, Rtt109 HAT inh -7 and CAL PDZ FP-2 -2.3.
N#Cc1ccccc1NC(=O)C(=O)NCCCN1CCCC1=O was read as Tat transport -11, V-ATPase pH 2, dFosB activator 2, CAL PDZ FP-1 0, MITF act -2, RTF Ca sens act -1, Wnt bcat act -4, CDK5 p35 inh 0.3, Rtt109 HAT inh -7 and CAL PDZ FP-2 -2.9.
`O=C(NC1CCCC1)c1cccc(S(=O)(=O)Nc2ccccc2F)c1` gave Tat transport 1, V-ATPase pH -3, dFosB activator -7, CAL PDZ FP-1 -17, MITF act 6, RTF Ca sens act -5, Wnt bcat act -1, CDK5 p35 inh -0.7 and CAL PDZ FP-2 -2.8.
For CCOc1ccc2[nH]c(=O)c(CN(CC3COCCO3)C(=O)c3ccc(C)cc3)cc2c1 (stereo unspecified) the results were Tat transport 3, V-ATPase pH 7, dFosB activator -5, CAL PDZ FP-1 -3, MITF act 8, RTF Ca sens act 2, Wnt bcat act -3, CDK5 p35 inh -2.2, Rtt109 HAT inh -2 and CAL PDZ FP-2 -3.3.
`COc1ccccc1NC(=O)N1CCN(c2ccc(F)cc2)CC1` gave Tat transport -7, V-ATPase pH 0, dFosB activator 8, CAL PDZ FP-1 -2, RTF Ca sens act -9, CDK5 p35 inh -0.1, Rtt109 HAT inh 0 and CAL PDZ FP-2 -0.3.
Screening Cc1nc(N)c(C#N)c(-c2cccnc2)c1C returned Tat transport 3, V-ATPase pH -1, dFosB activator -9, CAL PDZ FP-1 0, MITF act 4, RTF Ca sens act -6, Wnt bcat act -5, CDK5 p35 inh -6.5, Rtt109 HAT inh 3 and CAL PDZ FP-2 -1.0.
Screening CCCNC(=O)Cc1ccsc1 returned Tat transport -11, V-ATPase pH 1, dFosB activator 0, MITF act -15, RTF Ca sens act 0, Wnt bcat act -7, CDK5 p35 inh -2.0, Rtt109 HAT inh 0 and CAL PDZ FP-2 -0.8.
Screening CCCCOC(=O)CSc1nnc(-c2cc(OC)c(OC)c(OC)c2)o1 returned Tat transport 11, V-ATPase pH 2, dFosB activator -7, CAL PDZ FP-1 0, RTF Ca sens act 4, Wnt bcat act -5, CDK5 p35 inh -0.8 and CAL PDZ FP-2 -2.7.
Screening C[C@H]1CCC2[C@](C)(CO)[C@@H](O)CC[C@]2(C)[C@@]12CCC(CO)(CCO)O2 (stereo partly specified) returned Tat transport -12, V-ATPase pH 0, dFosB activator -1, CAL PDZ FP-1 -4, MITF act -10, RTF Ca sens act -3, Wnt bcat act -1, CDK5 p35 inh -1.2, Rtt109 HAT inh 6 and CAL PDZ FP-2 -0.6.
`CC(=O)NS(=O)(=O)c1ccc(NC(=O)c2ccccn2)cc1` gave Tat transport -4, V-ATPase pH 3, dFosB activator 0, CAL PDZ FP-1 1, MITF act 17, RTF Ca sens act 7, Wnt bcat act 2, CDK5 p35 inh -0.9, Rtt109 HAT inh -3 and CAL PDZ FP-2 -0.4.
For CC(C)(C)NC(=O)CN(C(=O)c1snc(C(=O)NC2CCCCC2)c1N)c1ccc(F)cc1 the results were Tat transport -3, V-ATPase pH -5, dFosB activator 0, CAL PDZ FP-1 12, MITF act -5, RTF Ca sens act -1, Wnt bcat act -5, CDK5 p35 inh 2.1 and CAL PDZ FP-2 -3.3.
`CCCn1c(CN2CCCCC2CC)nc2c1c(=O)n(C)c(=O)n2C` (stereo unspecified) gave Tat transport -4, V-ATPase pH 1, dFosB activator -2, MITF act -4, RTF Ca sens act -2, Wnt bcat act 3, CDK5 p35 inh 3.6, Rtt109 HAT inh -11 and CAL PDZ FP-2 0.0.
For CCC(CC)c1nnc(NC(=O)CN2C(=O)c3ccccc3C2=O)s1 the results were Tat transport 16, V-ATPase pH -2, dFosB activator 1, CAL PDZ FP-1 -4, MITF act -5, RTF Ca sens act 4, Wnt bcat act -1, CDK5 p35 inh 2.1, Rtt109 HAT inh 8 and CAL PDZ FP-2 0.4.
`Cc1cc(C)cc(N(CC(=O)NCc2ccc(F)cc2)C(=O)c2snc(C(N)=O)c2N)c1` gave Tat transport 24, V-ATPase pH -1, dFosB activator -3, MITF act -4, RTF Ca sens act -3, Wnt bcat act -2, CDK5 p35 inh 1.0, Rtt109 HAT inh 5 and CAL PDZ FP-2 -4.4.
Screening COc1cc(C)nc(N2CCCC(C(=O)Nc3ccccc3Br)C2)n1 (stereo unspecified) returned Tat transport -5, V-ATPase pH 1, dFosB activator 6, CAL PDZ FP-1 -1, MITF act -9, RTF Ca sens act 2, Wnt bcat act -2, CDK5 p35 inh -0.3, Rtt109 HAT inh -3 and CAL PDZ FP-2 0.0.
`Cc1cc(Oc2ccccc2F)nc(NCc2ccccc2)n1` gave Tat transport 18, V-ATPase pH 3, dFosB activator -5, CAL PDZ FP-1 -4, MITF act -5, RTF Ca sens act -14, CDK5 p35 inh -2.0, Rtt109 HAT inh 8 and CAL PDZ FP-2 -2.5.
Screening O=C(Nc1cccc(S(=O)(=O)N2CCCCCC2)c1)C1CCC1 returned Tat transport -3, V-ATPase pH -3, dFosB activator 2, CAL PDZ FP-1 -4, MITF act 7, RTF Ca sens act 2, Wnt bcat act -3, CDK5 p35 inh -0.5, Rtt109 HAT inh 3 and CAL PDZ FP-2 -0.7.
CNc1ccccc(C(=O)/C=C/c2ccccc2OC)c1=O was read as Tat transport -1, V-ATPase pH -1, dFosB activator -9, CAL PDZ FP-1 -3, MITF act -27, RTF Ca sens act 5, CDK5 p35 inh 5.2, Rtt109 HAT inh 6 and CAL PDZ FP-2 -0.2.
For COc1cc(/C=C\C(=O)NCc2ccc3[nH]c(C)cc3c2)cc(OC)c1OC the results were Tat transport -5, V-ATPase pH 0, dFosB activator 5, MITF act 0, RTF Ca sens act 8, Wnt bcat act 1, CDK5 p35 inh 1.7, Rtt109 HAT inh -4 and CAL PDZ FP-2 -0.4.
